Screening data from PubChem.
TRHR ag: activates the human TRH receptor; P34981; TRHR cells, calcium flux fluo-8, FDSS agonist mode; activation, % at 2 µM; 360,000 compounds, 0.18% hits; AID 493084; in the data active means activation above about 30%; further: 0% is about no effect
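Agonist-mode FDSS calcium read (Ex 480/Em 530, 1 s cycles) in 1536-well TRHR cells with fluo-8 dye, after 10-cycle baseline and 23 nL compound addition; TRH at EC20 (10 nM final) added afterwards for the enhancer phase.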
POLK inh: inhibitors of human DNA polymerase kappa; purified Pol kappa, fluorescent DNA synthesis assay, 10 min; 400,000 compounds, 0.53% hits; Q9UBT6; Potency, µM (titrated, usually from 107 µM), for the others: at the top dose activity, negative = inhibition, actives largely listed as inhibitors; further: potency means the concentration at half of the fitted maximal effect; on the % scale 0 is the no-effect control and ±100 the full control effect
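10 nM Pol kappa was preincubated with compounds for 15 min at room temperature. Reaction started with 50 nM (final) substrate. Fluorescence read kinetically at 0 and 10 min.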
Apoferritin bind: candidate novel general anesthetic via apoferritin binding; AID 485281; apoferritin/1-aminoanthracene competitive binding, fluorescence; P02791; 350,000 compounds, 0.074% hits; Potency, µM (top dose mostly 77.5 µM), for the others: at the top dose activity change, negative = displacement, usual class: inhibitors; further: potency means the concentration at half of the fitted maximal effect; on the % scale 0 is the no-effect control and ±100 the full control effect; nearly all actives have a fitted effect of over 20% in size
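In PBS, apoferritin at 10 uM is loaded with 1-AMA from a 50% saturated solution. After 10 min of compound exposure at ambient temperature, reduced 535 nm fluorescence indicates probe displacement.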
ALOX12 inh: inhibitors of human 12S-lipoxygenase ALOX12. P18054. purified 12hLO, xylenol orange hydroperoxide absorbance. Potency, µM (doses to about 108 µM), without a hit: at the highest dose activity change, negative = inhibition, actives largely listed as inhibitors. 580,000 compounds, 1.1% hits; further: potency means the concentration at half of the fitted maximal effect; on the % scale 0 is the no-effect control and ±100 the full control effect
Target sequence (P18054 whole entry, looked up): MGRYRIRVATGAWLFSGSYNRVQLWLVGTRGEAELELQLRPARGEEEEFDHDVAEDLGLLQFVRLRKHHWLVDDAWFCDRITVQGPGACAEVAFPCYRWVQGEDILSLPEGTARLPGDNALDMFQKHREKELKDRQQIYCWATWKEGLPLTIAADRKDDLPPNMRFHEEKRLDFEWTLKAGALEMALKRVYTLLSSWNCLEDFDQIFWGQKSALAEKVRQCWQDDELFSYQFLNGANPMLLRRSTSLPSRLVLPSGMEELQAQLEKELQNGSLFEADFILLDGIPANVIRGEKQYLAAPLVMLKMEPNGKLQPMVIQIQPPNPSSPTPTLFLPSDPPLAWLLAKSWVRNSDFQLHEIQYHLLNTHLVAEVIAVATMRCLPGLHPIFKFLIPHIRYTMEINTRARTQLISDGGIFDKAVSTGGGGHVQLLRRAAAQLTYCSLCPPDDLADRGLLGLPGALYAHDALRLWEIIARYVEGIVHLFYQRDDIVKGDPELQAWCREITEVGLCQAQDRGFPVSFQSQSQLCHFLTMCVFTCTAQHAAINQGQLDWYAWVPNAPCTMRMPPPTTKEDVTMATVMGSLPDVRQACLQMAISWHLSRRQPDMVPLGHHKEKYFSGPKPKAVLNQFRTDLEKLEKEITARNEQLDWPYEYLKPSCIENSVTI
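Hydroperoxide product was detected by ferrous iron/xylenol orange as the 573 to 405 nm absorbance ratio. Arachidonic acid at 40 uM (final) was turned over for 30 min at room temperature by 150 nM human 12hLO, pH 7.0 Hepes buffer, after 15 min compound preincubation.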
BLM helicase inh: Bloom syndrome helicase (human) inhibition. recombinant BLM DNA unwinding, fluorescence dequenching. Potency, µM (top dose mostly 56.1 µM), inactives show at the highest dose activity change, negative = inhibition, usual class: inhibitors. 350,000 compounds, 0.2% hits. AID 2528;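 further: potency means the concentration at half of the fitted maximal effect; plate controls were vehicle for no effect and no enzyme for full effect; nearly all actives have a fitted effect of over 35% in size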
POLB inh: DNA polymerase beta (human) inhibition. P06746. Pol beta primer extension/strand displacement, fluorescence kinetic. Potency, µM (top dose mostly 114 µM), without a hit: at the highest dose activity change, negative = inhibition, most hits filed as inhibitors. 340,000 compounds, 1.3% hits. AID 485314; further: potency means the concentration at half of the fitted maximal effect; on the % scale 0 is the no-effect control and ±100 the full control effect
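Pol beta (10 nM) was preincubated with compound for 15 min at room temperature. The reaction was then started with 50 nM substrate and read immediately and after a further 10 min at room temperature.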
APEX1 inh: blocks human APE1 abasic DNA cleavage; recombinant APE1, TAMRA/BHQ-2 abasic DNA cleavage fluorescence; 350,000 compounds, 0.35% hits; Potency, µM (series often up to 65.8 µM), for inactives: at the highest dose activity change, negative = inhibition, usual class: inhibitors; P27695; AID 2517;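 further: potency means the concentration at half of the fitted maximal effect; plate controls were vehicle for no effect and reference inhibitor for full effect; nearly all actives have a fitted effect of over 55% in size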
Target sequence (P27695 whole entry, looked up): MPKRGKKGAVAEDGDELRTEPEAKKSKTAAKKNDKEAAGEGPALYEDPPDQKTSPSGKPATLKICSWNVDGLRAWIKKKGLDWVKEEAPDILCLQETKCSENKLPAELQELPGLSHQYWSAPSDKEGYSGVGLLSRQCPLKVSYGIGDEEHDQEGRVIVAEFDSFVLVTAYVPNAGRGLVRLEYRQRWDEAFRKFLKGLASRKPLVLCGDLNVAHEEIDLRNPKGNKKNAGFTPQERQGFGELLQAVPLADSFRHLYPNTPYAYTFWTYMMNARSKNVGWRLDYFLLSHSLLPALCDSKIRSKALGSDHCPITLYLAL
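Endonuclease cleavage of a quenched abasic-site DNA duplex (50 nM) by APE1 (0.75 nM) was tracked by TAMRA dequenching. Compounds were preincubated with enzyme 15 min at room temperature; data normalized to buffer-only and DMSO wells plus NSC13755 control.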
ERG Ets-DNA blk: blocks human ERG Ets domain binding to DNA. 370,000 compounds, 0.028% hits. fluorescence polarization, His-ERG Ets domain / labelled DNA. Potency, µM (series often up to 76.9 µM), for the others: at the top dose FP activity, negative = inhibition, usual class: inhibitors. P11308. AID 624246; active means well fitted inhibition curve with a large enough effect in the polarisation, with a control signal flat; inconclusive means small, poorly fitted or top-dose-only effect, or effect the other way, or a change in a side signal; inactive means no such curve, though single readings can be large or run the other way; the % refers to the polarisation;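 further: polarization taken with two DNA probes labelled with fluorescein and Texas red; potency means the concentration at half of the fitted maximal effect; % of control where 0% means no effect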
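His-tagged ERG Ets domain (1 uM in the protein solution; 300mM KCl, 50mM Tris-HCl, 1mM EDTA, 1mM DTT, pH 7.5) received compound, then a probe mix of 5 nM fluorescein-DNA and 100nM Texas-615-DNA. Fluorescence polarization was read for both dyes.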
Pol iota inh: inhibitors of human DNA polymerase iota; 390,000 compounds, 1% hits; Pol iota fluorescent replication assay, 10 min; Potency, µM (highest dose often 115 µM), for inactives: at the highest dose activity, negative = inhibition, most hits filed as inhibitors; Q9UNA4; AID 588590; further: potency means the concentration at half of the fitted maximal effect
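Pol iota at 10 nM preincubated 15 min with compounds at room temperature; reaction started with fluorescent substrate, 50 nM final. Fluorescence read kinetically at 0 and 10 min; buffer-only wells as negative control.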
An asterisk follows results filed as active; ? = inconclusive; . = no result given; & = joins results of further samples; [ ] = dose if it differs, or a comment. Unless noted, the call rests on the fitted dose curve; in most records, active means well fitted curve in the direction sought with a large enough effect; inconclusive means small, poorly fitted or top-dose-only effect, or another doubt; inactive means no such curve, though single readings can be large; an effect the other way counts as inactive or inconclusive.

SMILES | TRHR ag | POLK inh | Apoferritin bind | ALOX12 inh | BLM helicase inh | POLB inh | APEX1 inh | ERG Ets-DNA blk | Pol iota inh
CCN(CC(=O)Nc1c(F)cccc1F)C(=O)CCCOc1ccc(OC)cc1 | -0.8 | -4.4% | . | -6.6% | . | . | 16.9% | -1.7% | 29.6%
Cc1cc(C)cc(Nc2nc3c(S(=O)(=O)c4ccccc4)nnn3c3ccccc23)c1 | 0.4 | -10.8% | 4.0% | -0.5% | 0.2% | -1.4% | -1.3% | 2.4% | 15.1%
O=C(CSC(=S)N1CCCC1)Nc1cc2c(cc1Br)OCCO2 | 0.3 | 0.5% | -9.3% | -11.6% | -3.9% | 7.7% | -6.8% | -2.0% | 14.7%
CC(C)C(=O)SCCCCCCC(=O)Nc1nc(-c2ccccc2)cs1 | . | 13.0%[60.1 µM] | -10.7% | . | 0.7% | . | -0.1% | . | .
COc1cccc(CN(C)C(=O)CCC(=O)c2cc(Br)ccc2OC)c1 | . | -10.7% | . | -6.4% | . | . | -1.5% | 1.7% | 6.1%
CC(=O)Nc1ccc(S(=O)(=O)Nc2ccccn2)cc1 | 0.6 | -4.8% | -5.0% | -10.7% | -1.4% | 10.8% | -3.2% | 11.3% | 10.0%
Cc1ccc(S(=O)(=O)N2CCN(C(=O)CSc3nnnn3C)C2)cc1 | -0.3 | -4.2% | 9.7% | 0.0% | 0.8% | 2.5% | 4.8% | 4.0% | 7.7%
COc1ccccc1CCNC(=O)C(=O)NCC1OCCN1S(=O)(=O)c1ccc2c(c1)OCCO2 (stereo not drawn) | -0.8 | -1.0% | 69.6%[activator] | 4.1% | -14.4% | 7.0% | -14.4% | 7.0% | 27.4%
CCCCN(C(=O)c1ccc(N2C(=O)c3ccccc3C2=O)cc1)c1c(N)n(CC(C)C)c(=O)[nH]c1=O | 0.1 | -16.9% | . | -26.8% | . | . | -2.2% | -14.6% | 24.2%
Cc1ccc(C(=O)Nc2nn(C)c3cccc(F)c23)cc1 | 0.1 | 2.7% | -12.4% | 12.0% | 0.4% | -0.1% | 0.9% | 20.0% | -10.9%[58.9 µM]
Cc1ccc(S(=O)(=O)OCC(=O)Nc2ccc(C(=O)O)c(O)c2)cc1 | . | 25.1µM* | . | ? | . | . | . | -3.1% | 20µM*
CCOc1cccc(-c2csc(C3COc4ccccc4O3)n2)c1 (stereo not drawn) | 1.9 | -4.8% | 2.5% | -15.8% | 2.1% | 32.1% | -0.3% | -10.7% | 5.0%
COc1ccc(S(=O)(=O)Cc2ccc(C(=O)NC3CCC(C)CC3)o2)cc1 (stereo not drawn) | 0.1 | 4.8% | -7.7% | -4.6% | -1.5% | 16.9% | 30.2% | 6.2% | 28.4%
C=CCSc1nnc(-c2ccccc2NC(C)=O)c(=O)[nH]1 | -0.1 | 9.2% | 1.0% | ? | -1.5% | -1.6% | 6.1% | 6.5% | 2.8%
CCc1ccc(OCC(=O)Nc2ccc(S(=O)(=O)Nc3onc(C)c3C)cc2)cc1 | -2.0 | -24.1% | -5.3% | -0.7% | -3.3% | 12.3% | . | 8.6% | 9.0%
CN(C)C(CNC(=O)Cc1ccc([N+](=O)[O-])cc1)c1ccccc1 (stereo not drawn) | -0.1 | -5.8% | -7.4% | 0.8% | -7.8% | 15.2% | -6.2% | ? | 89.4%[activator]
Fc1ccc(/C=N/NC2=Nc3cccc4cccc2c34)cc1 | -1.7 | -14.8% | 10.2% | -17.3% | -1.6% | 12.5% | 6.0% | 17.8% | 8.6%
NC(=O)c1c(NC(=O)Cn2nc(C(=O)O)c3ccccc3c2=O)sc2c1CCC2 | 1.5 | -10.3% | -10.4% | -3.4% | -6.1% | ? | 2.5% | -3.4% | ?
CC(C)(C)NC(=O)Nc1ccc(F)c(Cl)c1 | 1.2 | -8.8% | -12.7% | -12.1% | -5.2% | 23.0% | 3.6% | -1.6% | 82.4%[activator]
COc1ccc(-c2nc(CS(=O)CC(=O)NC3CCCCC3C)c(C)o2)cc1OC (stereo not drawn) | -0.9 | -6.4% | -8.6% | 8.8% | 0.8% | 2.3% | 36.2% | -13.1% | -24.7%

Full records, looked up by structure. Order of screens: TRHR ag, POLK inh, Apoferritin bind, ALOX12 inh, BLM helicase inh, POLB inh, APEX1 inh, ERG Ets-DNA blk, Pol iota inh
O=C(CSC(=S)N1CCCC1)Nc1cc2c(cc1Br)OCCO2 across the screens: 0.3, 0.5%, -9.3%, -11.6%, -3.9%, 7.7%, -6.8%, -2.0%, 14.7%
Cc1ccc(C(=O)Nc2nn(C)c3cccc(F)c23)cc1 across the screens: 0.1, 2.7%, -12.4%, 12.0%, 0.4%, -0.1%, 0.9%, 20.0%, -10.9%[58.9 µM]
COc1ccccc1CCNC(=O)C(=O)NCC1OCCN1S(=O)(=O)c1ccc2c(c1)OCCO2 (stereo not drawn) across the screens: -0.8, -1.0%, 69.6%[activator], 4.1%, -14.4%, 7.0%, -14.4%, 7.0%, 27.4%

The list goes on.
SMILES | TRHR ag | POLK inh | Apoferritin bind | ALOX12 inh | BLM helicase inh | POLB inh | APEX1 inh | ERG Ets-DNA blk | Pol iota inh
Cc1noc(C)c1CSc1nnc2scc(-c3ccccc3)n12 | -0.9 | -6.0% | -5.9% | 0.0% | 0.6% | 18.0% | -0.6% | -0.9% | 15.1%
CN(Cc1ccco1)c1ncncc1-c1cccc(C#N)c1 | . | -2.2%[60.1 µM] | . | 1.4% | 2.7% | . | 16.7% | . | .
N#Cc1cccc(S(=O)(=O)N2CCN(c3ccnc4cc(Cl)ccc34)CC2)c1 | 1.1 | 9.9% | -8.0% | -25.5% | -6.5% | -0.6% | -2.0% | -12.1% | 0.0%
CCOC(=O)C1(Cc2ccccc2)CCCN(C(=O)c2ccc(-n3ccnc3)cc2)C1 (stereo not drawn) | -0.8 | -2.8% | -16.1% | 0.0% | 7.1% | -1.8% | 34.2% | 2.5% | 20.1%
Cc1csc(NC(=O)CSc2nnc(CCNC(=O)c3cccs3)n2C)n1 | -0.7 | -9.1% | 32.2%[activator] | -20.4% | -12.3% | 2.4% | 2.4% | -2.5% | 26.6%
CCCCCCCC/C=C\CCCCCCCC(N)=O | . | 6.0%&-11.5%[19.4 µM] | -6.7% | -4.2%[12.5 µM] | -12.4%&-3.4%&-10.7% | . | 1.1%&-2.8%&17.5%&-4.6% | . | .
CCOc1ccc(N2CC(C(=O)Nc3cc(C)on3)CC2=O)cc1 (stereo not drawn) | 0.0 | -15.5% | -8.4% | -0.5% | 0.5% | -24.9% | -0.4% | -13.4% | 2.8%
COC(=O)c1ccccc1NC(=O)CN1CCC(NC(=O)c2ccc(C)cc2)CC1 | -0.7 | -17.6% | 5.0% | 0.0% | -8.0% | -3.0% | 5.7% | -2.3% | 17.2%
CC(=O)Nc1ccc(C(=O)N2CC(=O)NC(=O)C2)cc1 | 0.3 | -3.2% | -5.1% | 159.0%[activator] | 0.5% | 35.4% | 4.2% | -8.4% | -3.6%
O=C(CNS(=O)(=O)c1ccc(F)cc1)N1CCN(c2ccccc2)CC1 | -1.1 | -12.8% | -4.7% | ? | -4.4% | -1.3% | -5.2% | 4.7% | 17.7%
CCOc1ccc(-n2c(SCC(=O)NCc3ccco3)nc3c([nH]c4ccccc43)c2=O)cc1 | -0.8 | -2.6% | 51.1%[activator] | ? | -0.2% | 19.6% | . | 1.7% | ?
Cc1ccccc1NC(=O)c1c2c(nc3ccccc13)CCC2 | -0.2 | -5.2% | -4.9% | -19.1% | -9.6% | ? | -3.1% | 13.2% | ?
CCOC(=O)Cc1csc(NC(=O)Nc2ccc(C)cc2)n1 | 0.1 | -15.4% | 8.5% | 0.0% | -5.3% | -9.1% | 0.6% | -8.0% | 47.0%[activator]
COc1ccccc1NC(=S)NC(C)=O | -0.2 | -18.4% | -17.5% | -6.5% | -0.7% | 3.8% | 7.6% | 1.3% | 123.7%[activator]
CC1CCN(S(=O)(=O)c2ccc3c(ccn3CCC(=O)NCc3ccc(N(C)C)cc3)c2)CC1 | -0.4 | -8.1% | ? | 1.5% | -3.7% | -2.6% | . | -2.8% | -7.3%
CC1=Nc2cc(C(=O)N3CCCC3)ccc2Sc2c(C)ccc(C)c21 | 0.1 | 13.2% | -11.8% | 8.5% | -1.0% | 3.7% | 10.0% | -2.9% | 1.3%
COc1c(C)cccc1C(=O)Nc1ccc(OCC(=O)N2CCOCC2)cc1C | 1.5 | -0.4% | -6.1% | -16.7% | -10.3% | ? | 16.0% | -0.8% | 15.9%
Cn1c(=O)c2c(nc(N/N=C/c3ccc(OC(=O)c4ccco4)cc3)n2Cc2ccccc2Cl)n(C)c1=O | 0.2 | -3.7% | -4.1% | . | -0.9% | -0.6% | -0.7% | 8.4% | 54.1%[activator]
COc1ccc(CCN(C)CC(O)c2ccccc2)cc1OC (stereo not drawn) | -1.1 | -10.9% | -2.1% | ? | -3.9% | 1.1% | 17.3% | -5.6% | 68.6%[activator]
Cc1ccc(OCC(=O)Nc2ccc(Cl)c(-c3nc4ccccc4[nH]3)c2)cc1C | -0.6 | -6.6% | ? | -25.1% | -9.9% | 8.0% | . | 5.9% | -13.5%
CCN1CCN(c2nnc(-n3cccc3C(=O)NCc3ccccc3OC)s2)CC1 | 0.1 | -10.9% | -3.2% | -11.5% | 3.2% | -19.1% | . | 4.6% | 26.5%
COc1ccc(C(C)=O)cc1CSc1nc2nc(C)cc(C)n2n1 | 0.4 | 0.0% | -6.8% | -7.3% | 2.3% | -14.2% | -3.8% | 8.4% | 38.1%[activator]
COc1cccc(NC(=O)CC2C(=O)OCCN2Cc2ccccc2)c1 (stereo not drawn) | -1.0 | 7.2% | 15.9% | 0.1% | -0.2% | 4.9% | . | 6.1% | 13.4%

An excerpt (hit frequency here may not be typical).
